# GRIN3A LBD mod – NR3A (human) ligand-binding domain modulation. NR3A LBD differential scanning fluorimetry, Tm shift; 0% = protein alone, 100% = glycine-bound protein. Tm shift relative to glycine control, % at 25 µM. actives 2.5% (n = 340,000);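 active = melting temperature shift of at least 10% of the positive control shift, at one fixed dose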
# tim10-1 inh – growth inhibitors of tim10-1 mutant yeast; S. cerevisiae tim10-1 ts strain growth, BacTiter-Glo, 24 h; inhibition, % at 20 µM; actives 2.2% (n = 330,000); AID 463190;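 active = inhibition of at least 40%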;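 also: mutant grown at 25 °C; 0% = DMSO wells with yeast and 100% = wells holding no yeast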
# MIN6 prolif – MIN6 beta-cell proliferation induction; MIN6 cells proliferation, ATPlite luminescence, 48 h; cells starved in 0.2% serum; 100% = growth in 10% serum; actives 0.29% (n = 330,000); proliferation, % at 10 µM;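 active = compounds whose signal lies at least 3.5 SD above the mean of all wells on their plate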;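 also: 0% = DMSO-treated cells in low-serum medium and 100% = 10% serum control; some compounds called inactive have numbers as strong as hits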
# APJ agonist – APJ receptor agonism; P35414; actives 0.11% (n = 330,000); activation, % at 20 µM; CHO-K1 APJ PathHunter beta-arrestin, luminescence; 0% DMSO wells, 100% apelin; AID 2520;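 active = activation more than six SD over the plate average, tested at 20 µM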;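 also: 0% = DMSO alone and 100% = apelin-13 at 10 nM; some results filed as inactive read as strong as hits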
# Target sequence (P35414 whole entry, looked up): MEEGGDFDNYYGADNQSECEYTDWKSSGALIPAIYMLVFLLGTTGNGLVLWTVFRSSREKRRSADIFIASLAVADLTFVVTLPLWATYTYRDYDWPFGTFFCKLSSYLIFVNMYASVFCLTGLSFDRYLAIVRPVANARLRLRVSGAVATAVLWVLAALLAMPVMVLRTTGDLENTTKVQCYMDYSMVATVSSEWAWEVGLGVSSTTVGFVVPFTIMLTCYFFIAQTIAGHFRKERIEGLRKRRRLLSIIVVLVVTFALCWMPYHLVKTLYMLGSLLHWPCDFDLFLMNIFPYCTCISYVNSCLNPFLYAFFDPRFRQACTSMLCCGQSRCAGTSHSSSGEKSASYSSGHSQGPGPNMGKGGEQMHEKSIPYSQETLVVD
#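 Incubation: overnight seeding, 90 min compound at 25 °C, 1 h detection; test system: PathHunter CHO-K1 APJ (AGTRL-1) beta-arrestin reporter cells; amount: 1000 cells/well; doses: one dose, 20 µM compound, 1% DMSO; measured by: beta-gal luminescence; measure: agonist-driven arrestin binding to APJ; benchmarks: negative DMSO alone, positive Apelin-13 at 10 nM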
# NALP3 yeast inh – inhibitors of NALP3 inflammasome in yeast | Yeast reconstituted NLRP3/ASC/caspase-1, beta-gal luminescence, 24 h | inhibition, % at 10 µM | actives 0.39% (n = 330,000) | AID 2825;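 active = inhibition of 50% or more; inactive = inhibition below 50%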;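 also: plate controls were induced DMSO wells for no effect and uninduced yeast grown without galactose for full effect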
# tim23-1 inh – inhibits growth of tim23-1 mutant yeast; S. cerevisiae tim23-1 growth, BacTiter-Glo luminescence, 24 h; inhibition, % at 20 µM; actives 1.3% (n = 330,000);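 active = growth inhibition of the mutant yeast at or above 50%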;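 also: temperature-sensitive mutant grown at 25 °C; plate controls were DMSO-treated mutant yeast for no effect and medium wells lacking yeast for full effect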
# TIM10 inh – growth inhibitors of TIM10 yeast strain; S. cerevisiae TIM10 strain growth, BacTiter-Glo luminescence, 24 h; inhibition, % at 10 µM; actives 1.4% (n = 330,000);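 active = inhibition of 40% or more at the single tested concentration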;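 also: wild-type TIM10 isogenic control strain grown at permissive 25 °C; 0% = DMSO yeast wells and 100% = minimal medium wells without yeast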
# APJ antagonist – blocks the human apelin receptor APJ | actives 0.32% (n = 330,000) | CHO-K1 APJ beta-arrestin complementation, luminescence | P35414 | inhibition, % at 20 µM;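 active = inhibition above about 40% at 20 µM, limit read from the data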;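 also: cells challenged with 10 nM apelin-13 agonist together with compound; plate controls were apelin-13 plus DMSO wells for no effect and DMSO wells lacking apelin-13 for full effect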
# MPTP inh – inhibitors of mitochondrial permeability transition pore; AID 602449; isolated mouse mitochondria, Ca2+ swelling absorbance, 30 min; actives 1.4% (n = 360,000); inhibition, % at 10 µM;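 active = inhibition of 50% or more, scaled per plate between neutral and stimulator controls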;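 also: 0% = DMSO wells given calcium and 100% = 1 mM EGTA wells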
# An asterisk follows results filed as active; . = not tested or not shown.
SMILES,GRIN3A LBD mod,tim10-1 inh,MIN6 prolif,APJ agonist,NALP3 yeast inh,tim23-1 inh,TIM10 inh,APJ antagonist,MPTP inh
COCC(C)n1c(C)cc(C(=O)COc2ccc(C)nc2[N+](=O)[O-])c1C (centres undefined),1,19,1,-4,6,27,13,-29,-0.1
COc1ccc(CN2CCCCC2c2cccnc2)c(OC)c1C (centres undefined),4,-13,6.7*,1,7,8,-5,15,-1.0
O=C(CCC1CCCC1)c1c(O)c2ccccc2oc1=O,-10,-13,-7,-3,35,1,-26,9,12
COc1ccc(N(CC(=O)Nc2ccc3c(c2)OCCO3)S(=O)(=O)c2cccnc2)cc1,0,5,0,-3,6,1,3,-14,-1.0
O=C(COC(=O)c1ccc(OC(F)(F)F)cc1)Nc1ncccn1,-1,-11,-1,-3,20,3,-5,3,-0.2
O=C(c1cncs1)N1CCCC(CNS(=O)(=O)c2cccs2)C1 (centres undefined),0,-29,0,-2,9,1,-10,-4,-0.6
COc1ccc(NC(=O)CSc2nnc(-c3cccs3)n2Cc2ccco2)cc1OC,-3,21,-2,2,14,7,1,24,-0.9
CCCC(=O)Nc1ccccc1NC(C)=O,0,10,-2,5,4,6,4,7,-0.1
O=C1COc2ccc(C(=O)COC(=O)c3cc(S(=O)(=O)NCc4ccccc4)ccc3O)cc2N1,-1,-10,-2,-3,-3,-18,0,16,4.7
COc1ccc(-n2nc(C(=O)c3cccs3)cc(-c3nc4ccccc4[nH]3)c2=N)cc1,-1,24,-6,-8,8,-1,12,13,78*
CN(C)c1ccccc1C(=O)N1CCCC(C(=O)c2ccc3ccccc3c2)C1 (centres undefined),-1,31,-5,0,11,19,18,-2,6.9
O=c1cc(CN2CCc3ccccc3C2)nc2sccn12,-1,19,-4,-2,8,2,4,9,2.9
Cn1c2ccccc2c2cc(C(=O)OCC(=O)N3CC(=O)Nc4ccccc43)sc21,-8,30,0,-1,18,9,24,-2,-3.4
COc1cc(C(=O)NNC(=O)Nc2ccc([N+](=O)[O-])cc2)cc(OC)c1OC,-2,-10,3,-2,11,0,-2,14,2.0
COc1ccc(NS(=O)(=O)c2ccc(C)c(C(=O)N3CCC3)c2)cc1,-2,8,-3,2,4,4,-9,-7,-0.5
CC(=O)[C@@]1(O)CC[C@H]2[C@@H]3C[C@H](C)C4=CC(=O)C=C[C@]4(C)[C@@]3(F)[C@@H](O)C[C@@]21C,-2,1,-1,2,2,7,6,10,1.5
Cc1cc(C)c(C2C(C#N)=C(N)Oc3n[nH]c(C)c32)cc1CN1CCOCC1 (centres undefined),-1,2,-1,-2,-2,4,3,-28,-2.5
NS(=O)(=O)c1cc(C(=O)OCC(=O)N2CCc3ccccc3C2)ccc1Cl,0,25,-3,0,3,10,3,-14,-0.9
CCN(CC)S(=O)(=O)c1cc([N+](=O)[O-])ccc1NNC(=O)Nc1ccccc1OC,0,13,-1,-5,12,18,9,24,2.9
COC(=O)c1[nH]c2cccc(OC)c2c1NC(=O)CCN1CCC(C(N)=O)CC1,.,-11,0,2,-1,4,-1,11,.
CCOc1ccccc1N1CCN(CC(=O)NC(C)c2ccccc2)CC1 (centres undefined),2,9,-2,-1,2,5,4,-14,-0.8
O=CN/C=C/c1cc(O)ccc1O,-2,8,-8,13,8,1,4,-114,1.1
CN=c1sc2ccccc2n1CC(O)COCc1ccco1 (centres undefined),-1,7,0,1,-4,8,1,11,0.9
CSc1ccc(/C=C/C(=O)N2CCCN(C)CC2)cc1,1,-4,3,-5,3,12,6,-2,-1.9
COc1ccc(/C=C2\CC/C(=C\c3ccc(OC)c(OC)c3)C2=O)cc1OC,16*,19,-4,-4,5,31,29,11,-21
# (continued)
SMILES,GRIN3A LBD mod,tim10-1 inh,MIN6 prolif,APJ agonist,NALP3 yeast inh,tim23-1 inh,TIM10 inh,APJ antagonist,MPTP inh
CC12CCC(C(=O)NCc3ccc4c(c3)OCO4)(C(=O)C1=O)C2(C)C (centres undefined),-1,35,0,-6,3,27,41*,9,-0.2
COc1ccc(CN2CCCC(CNC(=O)c3ccc(F)cc3)C2)c(C)c1C (centres undefined),1,14,-1,-7,3,3,6,5,-0.3
CCNC(=O)COC(=O)Cc1ccc(Cl)cc1Cl,-1,1,-2,-3,28,8,-16,-5,0.3
COc1cccc(CN(C)C(=O)c2cc(S(=O)(=O)NC3CCCCC3)ccc2C)c1OC,-1,9,0,-1,-5,19,11,8,-0.7
O=C(/C=N\O)NCCCNCc1ccccc1,-1,12,-1,-3,4,-1,3,13,-1.3
O=C(Nc1c(F)cc(F)cc1Br)c1ccco1,0,15,-2,-2,4,-4,-20,-2,0.4
CCOCCn1c(SCC(=O)OCc2ccccc2)nc2c1c(=O)[nH]c(=O)n2C,0,-6,2,-3,7,4,-6,9,0.0
COc1ccc(N(CC(=O)NCCC2=CCCCC2)S(=O)(=O)c2ccccc2)c(OC)c1,0,22,-5,-3,19,25,19,16,-0.8
O=C1Nc2cc(C(=O)N3CCN(c4ccccn4)CC3)ccc2S/C1=C\c1ccccc1,6,42*,-6,-7,22,42,30,16,-0.5
Cc1nn(C(=O)c2c(-c3ccccc3)noc2C)c(C)c1N=Nc1cc(C(F)(F)F)cc(C(F)(F)F)c1,-7,-1,-6,-6,7,-1,-17,-1,-0.4
COc1cccc(NC(=O)CSC(N)=O)c1,2,-4,-2,-2,-13,12,7,23,0.2
COc1cc(OC)cc(C(=O)OCC(=O)NCc2ccc3c(c2)OCO3)c1,-4,14,0,2,12,0,-6,27,1.8
CCN(CC)CC(=O)Nc1ccc(C)cc1C(=O)c1ccccc1,-1,1,-2,2,23,8,11,25,1.2
CCCCn1c(-c2ccccc2)nc2c(=O)n(C)c(=O)[nH]c21,1,-3,5,-4,14,-2,-12,25,2.5
c1ccc(NC2=NCCCCS2)cc1,0,7,3,2,18,3,-1,-16,1.3
O=C(NC1CCC(c2ccccc2)CC1)c1cccnc1 (centres undefined),-1,-16,-3,-3,34,-4,-3,12,0.7
Cc1cc(C(=O)O)ccc1-c1ccc(/C=C2\SC(=O)N(CC(=O)Nc3ccc4c(c3)OCO4)C2=O)o1,.,8,-3,0,25,17,10,13,0.8
CN(C)CCCN(C(=O)c1ccc2c(c1)OCCO2)c1nc2ccc(Cl)cc2s1,.,33,-7,-3,30,20,15,18,0.0
Cc1ccc(C(=O)NNC(=O)c2ccc3c(c2)OCCO3)cc1,2,-20,-1,-3,12,3,5,-7,0.2
COc1cccc(OCCCCCN2CCOCC2)c1,2,-12,-1,-3,4,-15,5,0,-3.1
CCc1ccc(NC(=O)CSc2nc3nc(C)cc(C)n3n2)cc1,-1,6,-1,-4,-7,13,-8,-6,3.0
COC(=O)NCC(c1ccco1)N1CCN(c2ccc(F)cc2)CC1 (centres undefined),0,8,0,-2,10,2,3,11,-0.2
Cc1ccc2nc(SCC(=O)N3CCCC3)[nH]c2c1,0,4,0,-5,22,-3,17,35,-1.1
CC(C)CC(=O)N1CC(C)N(C(=O)CC(C)C)CC1C (centres undefined),.,-3,1,-2,11,-2,-3,2,.
Cc1ccc(C)c(C(=O)COC(=O)c2n[nH]c3ccccc23)c1,-8,23,1,-2,8,58*,36,-1,-1.0
# (continued)
SMILES,GRIN3A LBD mod,tim10-1 inh,MIN6 prolif,APJ agonist,NALP3 yeast inh,tim23-1 inh,TIM10 inh,APJ antagonist,MPTP inh
c1ccc2c(Nc3ccc(N4CCOCC4)cc3)nc(N3CCOCC3)nc2c1,0,-7,-2,0,16,-3,6,-3,-0.3
CCOC(=O)CC1=CSC2=NS(=O)(=O)CCN12,-1,6,-5,-2,16,11,-1,10,6.9
CCN1CCN(C(c2ccccn2)c2c(NC(=O)c3ccccc3)sc(C)c2C)CC1 (centres undefined),-2,28,-5,-3,22,17,12,-8,-0.3
COc1cc(NS(=O)(=O)c2ccc(NC(=O)Cc3ccccc3)cc2)nc(OC)n1,-2,8,0,0,11,9,-9,22,-1.9
CN1CCN(CCCC(=O)c2ccc(C3CCCC3)cc2)CC1,0,17,0,0,11,15,-12,-12,79*
O=C(CNC(=O)c1ccco1)OCC(=O)c1ccc2c(c1)CCCC2,-4,31,-1,-4,1,41,26,17,0.4
Cc1ccc(CNC(=O)c2cccnc2)cc1,1,-10,0,1,10,-12,0,7,2.4
Cc1cc(C)c2nc(NC(=O)c3cc(C)on3)sc2c1,1,-2,3,0,8,-3,9,-13,-1.2
O=S(=O)(Cc1ccccc1)/C1=C(\N2CCOCC2)CCCCCC1,-2,17,2,-6,4,22,9,0,0.7
CC(=O)c1cccc(NC(=O)N2CCCCCC2)c1,-1,10,5,0,9,7,7,11,-1.2
COc1ccc(NC(=O)CCN2CCN(c3ccccc3F)CC2)c(OC)c1,1,16,-2,0,9,15,-2,4,2.9
O=C(Nc1cc(N2CCOCC2)ncn1)c1ccc(F)cc1,1,12,-2,-1,2,20,6,-5,1.5
CC(C)[C@H](NC(=O)OC(C)(C)C)C(=O)N1CCC(C(=O)N[C@@H](C)C(=O)Nc2ccc(F)cc2)CC1,0,18,6,-3,8,18,-2,-9,0.0
CCCOc1ccc(/C=N/NC(=O)c2ccc3c(c2)OCO3)c(OCCC)c1,-1,16,0,-2,33,-1,-8,-10,0.5
CCOc1c(/C=C(\C#N)C(N)=O)c2ccccc2n1CC,-1,21,2,-1,-2,20,14,1,1.9
COc1cccc(N2C(=O)CC(Sc3nc(C)cc(C)n3)C2=O)c1 (centres undefined),2,-6,2,-1,19,8,-12,10,-0.4
Cc1c(NC(=S)NC(=O)c2ccc(Cl)cc2)c(=O)n(-c2ccccc2)n1C,-2,7,0,1,22,-1,6,4,4.0
COc1ccc(CCNC(=O)c2cccnc2Cl)cc1OC,1,10,-1,-2,8,-6,13,13,1.2
CCN(CC)c1ccc(C(=O)OCC(=O)Nc2cc(C)on2)cc1,-2,11,0,-3,19,37,11,-9,0.2
O=C(Cn1nnc(-c2ccc(CN3CCOCC3)cc2)n1)Nc1nc(-c2ccccc2)cs1,4,4,-3,0,40,15,20,3,12
CC(=O)c1csc(COc2ccc(Cl)cc2)n1,-2,-4,2,-2,26,9,0,17,2.2
Fc1ccc(-c2csc(N3CCOCC3)n2)cc1,-1,16,-2,-2,1,16,10,4,-2.3
Cc1cc(N/N=C/c2ccncc2)c([N+](=O)[O-])cc1[N+](=O)[O-],-4,-4,-2,5,15,-5,9,1,2.0
Cc1ccc(S(=O)(=O)NC2CC(C)(C)NC(C)(C)C2)cc1,5,-7,1,-4,10,-12,1,9,-1.7
CCc1ccc(NC(=S)NCc2ccccc2)cc1,0,21,-7,0,25,10,17,5,-0.2
CC1CCN(C(=O)c2ccccc2NC(=O)Cc2ccccc2)CC1,1,17,-3,-1,6,17,8,16,2.0
O=C1CC(NS(=O)(=O)c2cccs2)CN1c1cccc(F)c1 (centres undefined),2,10,2,0,-3,8,6,-1,-0.2
CCn1c(NC(C)=O)c(-c2ccccc2Cl)c(=O)c2ccccc21,3,2,-3,-5,14,6,-3,13,1.0

# Just MPTP inh, for some of the entries so far:
SMILES	MPTP inh
CCOC(=O)CC1=CSC2=NS(=O)(=O)CCN12	6.9
CCN1CCN(C(c2ccccn2)c2c(NC(=O)c3ccccc3)sc(C)c2C)CC1 (centres undefined)	-0.3
COc1cc(NS(=O)(=O)c2ccc(NC(=O)Cc3ccccc3)cc2)nc(OC)n1	-1.9

# Hits appear at their usual frequency. About 7.2% of those tested had a hit in this group.
